DNMT1 inh: DNMT1 (human) enzyme inhibition. P26358. DNMT1 molecular beacon, Hinp1I cleavage, fluorescence. inhibition (reported as % activation of signal), % at 10 µM. 0.83% of 360,000 active; in the data active = inhibition above about 50%
eLon inh: inhibitors of E. coli Lon protease; purified E. coli Lon protease, fluorescence polarization; inhibition, % at 7.94 µM; 0.42% of 360,000 active; AID 602123; in the data active = inhibition above about 13%, passing the limit was not always enough;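 note: 0% = enzyme with probe and DMSO and 100% = no enzyme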
LMPTP block: blocks human LMPTP phosphatase | P24666 | recombinant LMPTP-A, OMFP fluorogenic substrate, fluorescence intensity | inhibition, % at 20 µM | 0.22% of 360,000 active;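 active = compounds that cut the enzyme signal by at least half of the control window in the single-dose screen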;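 note: plate controls were DMSO wells with enzyme plus substrate for no effect and substrate without enzyme for full effect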
Target sequence (P24666 whole entry, looked up): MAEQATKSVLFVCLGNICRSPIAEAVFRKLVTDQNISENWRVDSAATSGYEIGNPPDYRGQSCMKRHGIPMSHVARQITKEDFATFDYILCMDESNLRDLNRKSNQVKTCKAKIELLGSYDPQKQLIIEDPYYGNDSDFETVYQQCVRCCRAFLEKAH
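Buffer or medium: Bis-Tris pH 6.0, DTT, detergent; Assay system: LMPTP-A enzyme; Quantity: 0.625 nM enzyme; Detection: endpoint fluorescence intensity; Times: 50 min dark incubation at room temperature; Controls: substrate-only low control, DMSO enzyme-plus-substrate high control; Doses: single 20 µM dose; Read-out: percent inhibition versus substrate-only and uninhibited controls; Reagent: 400 µM OMFP.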
CendR NRP1 mod: NRP-1/CendR interaction modulation; O14786; FAM-RPARPAR peptide binding to NRP-1, fluorescence polarization; inhibition, % at 25 µM; 0.85% of 360,000 active; AID 602438;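 active = inhibition or corrected inhibition above about 18%, plus a signal ratio from 0.5 to 1.5, limit read from the data, passing the limit was not always enough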; note: strong numbers were not always called active
SUMO1 PPI mod: modulators of human SUMO1-mediated protein-protein interactions; 0.33% of 360,000 active; P63165; AID 602429; inhibition, % at 20 µM; SUMO1 binding to a labelled peptide, TR-FRET, 1 h; in the data active = inhibition above about 37%
STEP inh: inhibitors of human striatal-enriched phosphatase STEP. recombinant STEP, OMFP fluorogenic substrate, fluorescence. 0.25% of 360,000 active. inhibition, % at 20 µM. P54829;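 active = inhibition at 20 µM, scaled per plate between control wells, above about 37%, limit read from the data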;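 note: 0% = DMSO with enzyme and substrate and 100% = substrate only without enzyme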
Target sequence (P54829 whole entry, looked up): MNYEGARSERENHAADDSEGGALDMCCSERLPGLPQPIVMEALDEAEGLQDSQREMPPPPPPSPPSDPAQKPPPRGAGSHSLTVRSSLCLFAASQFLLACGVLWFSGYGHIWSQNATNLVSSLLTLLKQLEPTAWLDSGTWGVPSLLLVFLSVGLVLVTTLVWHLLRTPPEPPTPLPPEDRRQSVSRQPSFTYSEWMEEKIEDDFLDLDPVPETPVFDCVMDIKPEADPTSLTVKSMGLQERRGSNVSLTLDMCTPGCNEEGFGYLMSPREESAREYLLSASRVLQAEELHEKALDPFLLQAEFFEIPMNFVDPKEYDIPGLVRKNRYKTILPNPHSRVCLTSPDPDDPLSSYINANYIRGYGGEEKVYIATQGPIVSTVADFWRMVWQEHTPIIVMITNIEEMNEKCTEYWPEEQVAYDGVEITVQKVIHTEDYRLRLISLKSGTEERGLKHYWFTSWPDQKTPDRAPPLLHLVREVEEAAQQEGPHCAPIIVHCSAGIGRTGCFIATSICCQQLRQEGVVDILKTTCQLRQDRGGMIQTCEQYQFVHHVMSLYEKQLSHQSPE
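Assay system: isolated STEP enzyme. Buffer or medium: pH 6.0 Bis-Tris with DTT and Tween 20. Also added: fluorogenic phosphatase substrate OMFP at 25 µM final. Dosing: 20 µM, 1% DMSO. Timing: 20 min reaction, room temperature, in the dark. Measured by: fluorescence intensity, excitation 480 nm, emission 540 nm. Evaluation: normalized % inhibition.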
MsrA inh: inhibitors of bovine MsrA. purified bovine MsrA, absorbance read-out. 0.75% of 360,000 active. inhibition, % at 15.5 µM; in the data active = inhibition above about 4.5%;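 note: 0% = vehicle wells with enzyme and 100% = reference inhibitor wells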
bovine MsrA act: activates bovine MsrA enzyme; purified bovine MsrA, absorbance read-out; activation, % at 10.6 µM; AID 602163; 0.3% of 360,000 active; in the data active = activation above about 7.5%;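 note: 0% = vehicle and 100% = reference activator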
TbMetRS inhib: blocks T. brucei methionyl-tRNA synthetase activity | purified T. brucei MetRS, ATP depletion, Kinase-Glo luminescence | inhibition, % at 11.9 µM | 0.4% of 360,000 active;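 active = inhibition above a per-plate cutoff of the control wells' mean inhibition plus 3 SD, cut at about 5.5% in these data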;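 note: 0% = DMSO wells median and 100% = median of wells with control inhibitor compound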
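Dosing: 11.9 µM single point; system: parasite MetRS enzyme; technique: luminescence of leftover ATP; times: 15 min enzyme-compound preincubation, 2 h reaction, 10 min detection, 25 °C; replicates: each compound tested once; read-out basis: percent inhibition relative to median high and low control wells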
Scp-1 inhibitor: inhibitors of human Scp-1 phosphatase; Q9GZU7; inhibition, % at 20 µM; Recombinant Scp1, phosphopeptide, malachite green phosphate absorbance; 0.88% of 340,000 active;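 active = inhibition above about 50% at 20 µM, limit read from the data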;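 note: plate controls were DMSO wells with enzyme for no effect and wells lacking enzyme for full effect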
Target sequence (Q9GZU7 76-261 limits assumed): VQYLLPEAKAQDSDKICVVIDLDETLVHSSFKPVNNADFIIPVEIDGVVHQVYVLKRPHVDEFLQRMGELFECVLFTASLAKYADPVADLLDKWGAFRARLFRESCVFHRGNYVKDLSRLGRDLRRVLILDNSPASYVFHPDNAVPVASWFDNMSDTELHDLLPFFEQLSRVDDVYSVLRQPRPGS
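Test system: SCP-1 catalytic domain; Buffer or medium: Acidic Tris acetate buffer with magnesium and detergent; Also added: Phosphorylated 17-residue peptide substrate; Compound: single 20 µM dose, 1% DMSO; Schedule: enzyme reaction 45 min at room temperature, colour 5 min, stabilisation 30 min; Signal: Phosphate-binding colour reagent, absorbance read at 630 nm.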
* = called active by the depositor; nt = no result given.

SMILES	DNMT1 inh	eLon inh	LMPTP block	CendR NRP1 mod	SUMO1 PPI mod	STEP inh	MsrA inh	bovine MsrA act	TbMetRS inhib	Scp-1 inhibitor
CC(C)NC(=O)C1Cc2c(-c3ccc(Cl)cc3)ccnc2O1 (centres undefined)	1	-7	-1.1	0	-1	0	-1.4	-5	-0.3	nt
Cc1nnc(NN2CCOCC2)[nH]c1=O	10	0	6.3	0	-2	-2	-0.6	-15	-0.9	-4
O=C(CSc1nnc(-c2ccccc2)c(-c2ccccc2)n1)NC1CCS(=O)(=O)C1 (centres undefined)	1	2	-1.0	-5	-16	10	0.2	-3	-0.7	-2
COc1cc2ncnc(NCCc3ccccc3)c2cc1OC	0	-7	1.3	-7	2	-2	-0.1	-1	-0.5	-3
Cc1ccc(NC(=O)CN2CCCC2)cc1Br	0	-4	-1.6	-5	-1	4	-1.3	-3	-1.0	-2
COc1ccc(C(O)Cn2ccsc2=NC(C)=O)cc1 (centres undefined)	3	-8	-0.9	8	2	-4	0.3	-2	0.3	2
N#Cc1nc(-c2cccs2)oc1NCc1ccccc1Cl	0	-7	2.3	-6	-11	-1	1.1	-10	-1.8	-9
Cc1ccsc1C(=O)Nc1cc(C(C)(C)C)nn1-c1ccccc1	2	1	-0.6	-4	3	2	nt	-7	-1.6	-2
CC(C)(C)OC(=O)N1CCC(C(=O)Nc2cccc(C(=O)N3CCOCC3)c2)CC1	1	1	-1.8	-1	8	-2	-0.9	-3	-0.1	-8
Cc1ccccc1NC(=O)c1cc(S(=O)(=O)N2CCOCC2)cn1C	3	-6	-1.6	0	5	4	-0.2	0	0.3	-7
CCCCCSc1nc(O)cc(=O)[nH]1	2	0	0.9	5	-1	-1	-0.8	-10	-2.0	4
Cc1ccc(C)c(NC(=O)COC(=O)c2ccc[n+]([O-])c2)c1	-5	-6	-1.1	5	7	-1	-1.2	-5	-0.5	3
CCCCCn1c(SCC(=O)c2ccccc2)nc2cc(C(=O)NCC3CCCO3)ccc2c1=O (centres undefined)	12	7	-2.1	4	-25	1	2.5	-3	1.2	-1
COc1ccc(C(=O)O/N=C(\N)c2ccc(Br)cc2)cc1	1	2	1.9	-2	3	-2	1.0	-12	-2.1	-9
Cc1cccc(C)c1NC(=O)NC1(C(=O)N2CCCC2)CCCCC1	2	-14	-0.6	11	2	1	-0.6	-2	-0.6	-8
O=c1cc(CSc2ccc(Cl)cc2)nc2nc[nH]n12	0	-5	-0.1	-5	4	0	0.6	-7	-1.3	3
CCCCSc1nc2c(cnn2-c2ccc(Cl)cc2)c(=O)[nH]1	16	2	-0.9	12	2	-2	-0.5	-9	-0.9	0
COCCN(C(=O)CCC(=O)Nc1nccs1)C(C(=O)NC(C)(C)C)c1ccc(Cl)cc1 (centres undefined)	4	-2	1.1	-6	0	0	0.6	-1	-0.4	-2
CCN1CCN(c2ccc(NC(=O)CCc3c(C)nc4c(-c5ccccc5)c(C)nn4c3C)cc2)CC1	-12	2	-0.7	-23	4	3	-1.2	1	-0.1	-7
Fc1ccc2c(c1)c1n[nH]c(=S)nc1n2CCc1ccccc1	0	-18	1.8	0	-13	1	-1.1	2	-0.3	-10
Cc1ccc(CN2C(=O)CCC2C(=O)NCCN(CC(C)C)CC(C)C)cc1 (centres undefined)	1	1	0.4	15	0	-3	0.4	0	-0.6	6
Cc1nc(-c2ccccc2)sc1C(=O)CSc1ccc(Br)cc1	-2	4	2.9	8	-7	-1	0.8	-14	0.3	-4
CCc1cccc(C)c1NC(=O)c1ccccc1	0	-1	-1.1	-2	2	-1	0.6	-3	-0.4	1
COc1cccc(N2CCN(S(=O)(=O)c3cn(C)cn3)CC2)c1	1	1	-0.4	10	0	-2	0.3	-12	-1.2	5
COc1ccccc1CNC(=O)C1CC(=O)N(C2CCCC2)C1 (centres undefined)	2	-4	-1.6	2	0	-1	-1.6	-3	0.4	10
Cc1cc(NC(=O)C2CCN(S(=O)(=O)c3c(C)noc3C)CC2)ccc1Br	0	3	-0.1	0	1	-2	0.0	-6	-0.6	0
Cc1nn(-c2ccccc2)c(C)c1C(=O)OC/C(O)=C(\C#N)c1nc2ccccc2[nH]1	-12	-17	-0.1	-43	17	0	0.6	0	-0.2	-11
N/C(Cc1ccc([N+](=O)[O-])cc1)=N\OC(=O)COc1cccc2ccccc12	-2	4	2.2	-5	4	-2	nt	-4	-0.7	-10
CC(NC(=O)COC(=O)/C=C/c1cccc(C(F)(F)F)c1)c1ccccc1 (centres undefined)	3	-5	-0.3	-11	2	2	-0.8	-3	0.3	-1
COc1ccccc1N1CCN(C(=O)c2cn(-c3ccccc3)nc2-c2cccnc2)CC1	1	15	0.7	-1	4	-2	-0.7	-2	-0.2	-5
O=C(OCc1ccccc1)N1CCOCCN(C(=O)OCc2ccccc2)CCOCC1	5	-4	-1.7	2	3	-2	1.8	-13	-1.2	2
CCN(CC)Cc1c(O)ccc2c1O/C(=C\C=C\c1ccccc1)C2=O	-11	-77	2.6	-45	-36	-2	1.8	-4	-1.0	-5
COC(=O)C1=C(C)N(Cc2ccccc2)C(=NCCCCO)N[C@H]1c1cccc(C(F)(F)F)c1	-2	-2	0.4	3	-3	-1	-0.9	0	0.1	-5
O=C(Nc1cccnc1)C1OCCc2ccccc21 (centres undefined)	-6	4	-1.1	1	-2	-4	-0.1	-3	-1.1	-14
COC1=C(c2ccccc2)C(=O)c2ccccc2C1=O	-11	-3	2.3	32*	-15	1	4.4	-2	-0.2	-3
O=C(Nc1cc(S(=O)(=O)N2CCCCC2)ccc1Cl)c1ccccc1NS(=O)(=O)c1ccc(F)cc1	-12	-13	2.6	-2	11	-6	0.5	-3	0.4	-2
O=C(Cn1cc(C(F)(F)F)ccc1=O)NCc1ccc(F)cc1	1	1	-1.1	5	6	-4	0.4	-3	0.2	-5
CC1=C(C(=O)Nc2ccccc2)C(c2coc3ccccc3c2=O)C2=C(CCCC2=O)N1 (centres undefined)	-4	-5	-0.9	6	-4	-1	1.8	-9	-1.4	5
COc1cc(CNc2nnnn2C)ccc1OCc1ccc(F)cc1Cl	2	1	0.0	5	1	-1	0.1	0	0.7	-1
CCc1ccc(/C=N\NC(=O)c2ccc(Br)o2)s1	-3	0	0.3	8	-14	0	3.4	-3	0.0	-8
COc1cccc2cc(C(=O)NCCc3c[nH]c4ccccc34)c(=O)oc12	-4	-1	1.3	-4	-17	-1	0.1	-13	-0.3	-4
COc1ccc(C(=O)Nc2cccnc2)cc1C(=O)Nc1cccnc1	1	-2	0.4	-8	-1	0	nt	-2	-0.1	-1
NC(=O)c1ncn([C@@H]2O[C@H](CNCc3c(OCc4ccccc4F)ccc4ccccc34)[C@@H](O)[C@H]2O)n1	3	-5	-1.3	-7	-7	1	0.4	-2	-0.3	4
CCOc1ccc(N(CC(=O)NCC(C)C)S(C)(=O)=O)cc1	1	-10	-0.6	-15	0	3	-0.2	0	0.3	6
Cc1ccc(C)c(S(=O)(=O)Nc2ccc(C(=O)NCCCN3CCCC3=O)cc2)c1	0	11	0.5	8	-2	-1	-1.5	-2	-0.3	-11
COc1ccc(N2CCN(C(=O)COC(=O)CCOc3ccc(C(C)(C)C)cc3)CC2)cc1	4	-22	-1.5	1	0	-1	2.2	-1	-0.4	-2
Cc1cc(C)c(S(=O)(=O)Nc2ccc(O)cc2)c(C)c1	-7	-7	-0.3	-5	3	3	1.6	1	0.1	5
CN(c1cccc(NC(=O)COc2ccc(Cl)cc2Cl)c1)S(C)(=O)=O	-3	-1	0.7	4	-1	-4	-0.4	-3	4.2	-5
Cc1ccccc1C(=O)N1CCN(c2ccc([N+](=O)[O-])c(N3CCOCC3)c2)CC1	0	-5	1.8	16	-40	1	0.7	6	-0.4	-7
CC(Oc1ccccc1)C(=O)Nc1nnc(S(=O)(=O)N2CCCCC2)s1 (centres undefined)	-2	6	-1.3	16	1	1	0.8	-3	-0.6	3
O=C(N/N=C/c1ccc([N+](=O)[O-])o1)c1cn2ccc3ccccc3c2n1	55*	-21	7.3	-18	29	-1	-1.2	-4	-0.3	80*
COC1OC2COC(c3ccccc3)OC2C(O)C1NC(C)=O (centres undefined)	7	-10	-0.2	-7	-4	0	-0.7	-1	-1.5	-1
O=C(COc1ccc(S(=O)(=O)N2CCCC2)cc1[N+](=O)[O-])N1CCCCC1	14	7	-1.3	4	-17	3	0.2	-2	-0.2	nt
O=C(CN(Cc1ccc(F)cc1)C(=O)c1ccco1)NCc1ccc(F)cc1	2	-8	0.1	-11	1	3	-0.7	-5	-0.4	-6
CCOC(=O)N1CCN(C(=O)/C=C/c2ccc([N+](=O)[O-])cc2)CC1	8	-7	-1.7	-3	-24	-4	0.9	-15	-1.4	7
N#C/C(=C\c1c(F)cccc1Cl)C(=O)NC1CC1	-4	-3	-1.5	-6	5	1	-1.6	3	-0.2	-8
CN(C)C(CNC(=O)c1cccc(S(=O)(=O)Nc2ccccc2Cl)c1)c1ccccc1 (centres undefined)	0	-1	0.0	0	-4	-2	-0.2	0	0.1	0
CCOc1ccc2nc(N3CCC(C(=O)N4CCN(C5CCCCC5)CC4)CC3)sc2c1	-2	2	-1.8	10	7	-1	0.9	-2	0.4	-7
O=C(CCC(=O)c1cccs1)NCc1cccc(C(F)(F)F)c1	-4	3	0.4	-16	4	4	1.2	-1	-0.4	-3
CN(C)c1ccc(/C=C2\C(=N)N3N=C(CC(=O)N4CCCC4)SC3=NC2=O)cc1Br	5	-49	0.2	-37	-2	-1	0.2	-3	-0.1	58*
CCOc1cc(/C=C(\CC(=O)O)c2nc3ccccc3s2)ccc1OCC(=O)Nc1cccc(C(F)(F)F)c1	-7	-14	3.3	-29	13	-3	0.8	0	-0.3	-5
